ALDH1A1 block – qHTS Assay for Inhibitors of Aldehyde Dehydrogenase 1 (ALDH1A1). Aldehyde dehydrogenase 1A1 (Homo sapiens), P00352. Purified ALDH1A1, NADH fluorescence, propionaldehyde substrate. Potency, µM (doses to about 75.3 µM), inactives show at the top dose activity, negative = inhibition, actives largely listed as inhibitors. 220,000 tested, 7.3% active. AID 1030, 2008; active means well fitted inhibition curve with a large enough effect, not every such curve was filed as active; inconclusive means small, poorly fitted or top-dose-only effect, or another doubt; inactive means no such curve, though single readings can be large or run the other way;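 further: plate controls were no enzyme wells and a reference inhibitor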
Target sequence (P00352 whole entry, looked up): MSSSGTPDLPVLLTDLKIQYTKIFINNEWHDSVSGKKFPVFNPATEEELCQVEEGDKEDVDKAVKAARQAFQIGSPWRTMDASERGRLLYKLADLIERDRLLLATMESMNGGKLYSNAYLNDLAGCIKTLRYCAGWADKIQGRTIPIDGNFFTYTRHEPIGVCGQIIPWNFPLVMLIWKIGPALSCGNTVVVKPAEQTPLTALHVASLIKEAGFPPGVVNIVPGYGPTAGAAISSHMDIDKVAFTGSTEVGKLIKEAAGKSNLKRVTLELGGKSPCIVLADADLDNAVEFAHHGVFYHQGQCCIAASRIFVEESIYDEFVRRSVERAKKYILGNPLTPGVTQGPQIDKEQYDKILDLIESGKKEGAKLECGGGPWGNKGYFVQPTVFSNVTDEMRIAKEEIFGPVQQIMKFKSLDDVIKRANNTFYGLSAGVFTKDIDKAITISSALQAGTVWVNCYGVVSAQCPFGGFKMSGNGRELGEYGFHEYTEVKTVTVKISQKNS
GAA inhib – qHTS Assay for Inhibitors of Human alpha-Glucosidase as a Potential Chaperone Treatment of Pompe Disease; Lysosomal alpha-glucosidase (Homo sapiens), P10253; purified human GAA, 4-MU-alpha-glucoside fluorescence; Potency, µM (doses to about 76.9 µM), without a hit: top-dose activity change, negative = inhibition, usual class: inhibitors; 200,000 tested, 0.005% active; AID 1466, 2008;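 further: plate controls were uninhibited enzyme wells for no effect and no-enzyme background for full effect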
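Read-out is 4-methylumbelliferone fluorescence (Ex 365/Em 440 nm) after NaOH/glycine stop at pH 10. Enzyme 4 nM, substrate 400 uM, pH 5.0 citrate buffer, 20 min room temperature; AC50 from Hill-equation concentration-response.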
GAA glycogen mod – qHTS Assay for Inhibitors and Activators of Human alpha-Glucosidase Cleavage of Glycogen | Lysosomal alpha-glucosidase (Homo sapiens), P10253 | recombinant GAA, glycogen substrate, Amplex Red glucose oxidase fluorescence | Potency, µM (titrated, usually from 76.4 µM), without a hit: at the top dose activity change, negative = inhibition, usual class: inhibitors | 300,000 tested, 0.38% active;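 further: 0% = full enzyme reaction and -100% = no-enzyme basal signal; the screen sought inhibitors and activators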
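Recombinant human enzyme (4 nM); glycogen substrate; 37 C, 40 min, pH 5.0. Readout: coupled glucose oxidase/Amplex Red fluorescence.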
GLA spleen mod – qHTS Assay for Inhibitors and Activators of Human alpha-Galactosidase From Spleen Homogenate; human spleen homogenate, 4MU-alpha-Gal fluorescence, 40 min; Potency, µM (series often up to 80 µM), for the others: at the top dose activity change, negative = inhibition, actives largely listed as inhibitors; Alpha-galactosidase A (Homo sapiens), P06280; AID 2107, 2009; 240,000 tested, 0.008% active;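 further: 0% = enzyme with vehicle and -100% = no enzyme basal signal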
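Spleen homogenate 1 ug + cpd (titration) + 4-MU-alpha-D-galactopyranoside 1 mM; 37C 40 min; 50 mM citrate/phosphate pH 5.0, 0.01% Tween-20; stop pH 10; fluorescence 365/440; AC50 via Hill.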
RGS12 GoLoco inh – qHTS Assay for Inhibitors of RGS12 GoLoco Motif Activity (Red Fluorophore); Gai1:RGS12 GoLoco peptide FP, rhodamine, 10 min; 230,000 tested, 0.44% active; AID 880, 2007; Guanine nucleotide-binding protein G(i) subunit alpha-1 (Homo sapiens), P63096; Potency, µM (highest dose often 61.6 µM), inactives show at the highest dose activity, negative = inhibition, most hits filed as inhibitors; active means well fitted inhibition curve with a large enough effect, not every such curve was filed as active; inactive means no such curve, though single readings can be large or run the other way; further: on the % scale 0 is the no-effect control and ±100 the full control effect; nearly all actives have a fitted effect of over 30% in size; many of its hits are not listed in these tables
JMJD2E inh – qHTS Assay for Inhibitors of Human Jumonji Domain Containing 2E (JMJD2E) | Lysine-specific demethylase 4E (Homo sapiens), B2RXH2 | JMJD2E catalytic domain, FDH-coupled NADH fluorescence (FDH is formaldehyde dehydrogenase) | Potency, µM (highest dose often 57.1 µM), without a hit: top-dose activity change, negative = inhibition, usual class: inhibitors | 230,000 tested, 1.6% active | AID 2147, 2009; active means well fitted inhibition curve with a large enough effect, not every such curve was filed as active; inconclusive means small, poorly fitted or top-dose-only effect, or another doubt; inactive means no such curve, though single readings can be large or run the other way;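 further: 0% = wells with enzyme and -100% = buffer wells without enzyme; nearly all actives have a fitted effect of over 50% in size; many of its hits are not listed in these tables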
Target sequence (B2RXH2 1-337 limits assumed): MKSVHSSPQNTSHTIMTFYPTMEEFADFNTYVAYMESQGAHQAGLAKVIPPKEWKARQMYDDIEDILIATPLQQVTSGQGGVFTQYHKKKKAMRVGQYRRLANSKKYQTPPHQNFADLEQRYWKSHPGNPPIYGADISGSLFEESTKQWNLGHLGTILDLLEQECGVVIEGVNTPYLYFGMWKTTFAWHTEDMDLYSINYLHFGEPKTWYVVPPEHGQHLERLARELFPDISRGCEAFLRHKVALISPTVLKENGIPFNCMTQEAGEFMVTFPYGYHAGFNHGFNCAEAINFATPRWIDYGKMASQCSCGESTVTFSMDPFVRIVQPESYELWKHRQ
SMN2 splice up – qHTS Assay for Enhancers of SMN2 Splice Variant Expression; HEK293 SMN2-luciferase splicing reporter, luminescence, 30-36 h; Potency, µM (titrated, usually from 46.1 µM), for the others: top-dose activity change, positive = activation, most hits filed as activators; 210,000 tested, 2.8% active; further: % of control where 0% means no effect; nearly all actives have a fitted effect of over 55% in size
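HEK293 cells carry an SMN2 minigene-luciferase reporter in which exon 7 inclusion puts luciferase in frame. Cells were seeded at 2000 cells/well, attached for 10-12 hours, then exposed to compounds for 30-36 hours at 37C before ONE-Glo luminescence.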
aGlu spleen mod – qHTS Assay for Inhibitors and Activators of Human alpha-Glucosidase From Spleen Homogenate; AID 2112, 2009; Potency, µM (titrated, usually from 79.9 µM), for inactives: at the highest dose activity change, negative = inhibition, actives largely listed as inhibitors; Lysosomal alpha-glucosidase (Homo sapiens), P10253; 240,000 tested, 0.006% active; human spleen homogenate, 4-MU-alpha-glucoside fluorescence;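 further: 0% = enzyme with vehicle and -100% = no enzyme basal signal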
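Compounds were titrated against alpha-glucosidase in spleen homogenate at pH 5.0, with 1 mM 4-methylumbelliferyl substrate for 40 min at 37 C. Reactions were quenched with pH 10 NaOH/glycine and fluorescence measured.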
Numbers without * were called inactive; u = inconclusive; x = no result given; [ ] = remark or other dose. Unless noted, the call rests on the fitted dose curve; in most records, active means well fitted curve in the direction sought with a large enough effect; inconclusive means small, poorly fitted or top-dose-only effect, or another doubt; inactive means no such curve, though single readings can be large; an effect the other way counts as inactive or inconclusive. Potency means the concentration at half of the fitted maximal effect. A portion of the library; the hit share may differ from the screen's.

SMILES	ALDH1A1 block	GAA inhib	GAA glycogen mod	GLA spleen mod	RGS12 GoLoco inh	JMJD2E inh	SMN2 splice up	aGlu spleen mod
CCOc1cc(C)c(S(=O)(=O)Nc2ccc(F)cc2)cc1C	4%	5%	-20%	2%	-10%	3%	-10%	2%
Cc1cc(C)cc(NC(=S)N2CCC(N(C)CC3CCCO3)CC2)c1 (configuration not stated)	17%	-4%	8%	2%	0%	1%	-2%	2%
Cc1ccc(CN(C)C(=O)CC2C(=O)NCCN2CC2CCCCC2)cc1 (configuration not stated)	u	-1%	2%	6%	-11%	u	x	4%
Cc1nc2ncnn2c(C)c1CCC(=O)Oc1ccccc1	-12%	-5%	-5%	2%	5%	0%	3%	-9%
C=CCn1c(NCc2cc(C)ccc2O)nc2ccccc21	-7%	u	1%	-12%	-5%	4%	-27%	-5%
CSc1ccc(C2Nc3ccccc3-c3cc(C)nn32)cc1 (configuration not stated)	u	-7%	-28%	8%	x	u	x	6%
O=C(CSCC(=O)NC1CCCC1)Nc1ccccc1	6%	4%	2%	7%	-6%	-3%	-36%[inhibitor]	-6%
CC(C)[C@@H](CC(=O)N[C@@H]1CCNC[C@H]1C(=O)N[C@H](CC(=O)N[C@@H](CCC(=O)O)CC(=O)O)Cc1ccccc1)NC(=O)C[C@H](Cc1ccccc1)NC(=O)[C@@H]1CNCC[C@H]1N	1%	x	x	8%	6%	9%	8%	6%
CCCCNC(=O)C(c1ccc(OCC(=O)OC)c(C(=O)OC)c1)N(Cc1ccccn1)C(=O)CCCCCN1C(=O)NC(c2ccc(-c3ccccc3)cc2)C(C(=O)OCc2ccccc2)=C1C (configuration not stated)	3%	x	x	-3%	-5%	3%	-9%	-4%
Cc1oc(-c2ccc(Cl)cc2)nc1CS(=O)CC(=O)NCCCN(C)C1CCCCC1 (configuration not stated)	13%	-4%	6%	3%	-3%	0%	-14%	-1%
Cc1ccccc1C(=O)Nc1nnc(CC(=O)N/N=C/c2ccncc2)s1	x	x	5%	-1%	4%	-4%	x	-8%
CCOC(=O)Cc1csc(NC(=S)NC(=O)c2ccccc2)n1	-18%	-14%	0%	0%	13%	5%	-14%	-2%
CC(=O)Nc1ccc(NC(=O)C(C)c2cccc(C(=O)c3ccccc3)c2)cc1 (configuration not stated)	u	-1%	-9%	9%	12%	4%	-6%	4%
O=C(NC1CCCCCCC1)c1cnccn1	15%	-2%	16%	-3%	-2%	7%	4%	2%
C[C@H]1Cc2c(-c3ccccc3)nc3c(c2CO1)CN(C(=O)Cc1cccs1)CC3	5%[13.5 µM]	x	x	-1%[17.5 µM]	-9%[14.2 µM]	15%[11.4 µM]	-1%[9.22 µM]	-3%[17.4 µM]
Cc1ccc(C)c(NC(=O)C2CCCN2C(=O)NC2CCCCC2)c1 (configuration not stated)	11%	9%	18%	-5%	9%	0%	x	-1%
Cc1nn(C(=O)c2nn(C)cc2Cl)c(C)c1Br	14%	4%	-3%	7%	-5%	-5%	9%	-3%
CCC(C)(C)NC(=O)CN(C(=O)CNS(=O)(=O)c1ccccc1)c1ccccc1	13%	1%	2%	17%	7%	0%	-8%	3%
COc1ccc(OC)c(C(=O)c2ccc(C(=O)N3CCCCC3)cc2)c1	u	-4%	12%	3%	8%	4%	-27%	-7%
CCc1nnc(NC(=O)C2CC(=O)N(Cc3ccccc3)C2)s1 (configuration not stated)	4%	-8%	0%	0%	-1%	3%	u	5%
CCCC[C@@H]1C[C@H]1C(NC(=O)c1ccccc1)c1ccc(-c2ccccc2)cc1 (some centres not stated)	-1%	x	x	-3%	-14%	-2%	-37%	6%
CCCCOc1ccc(-c2nnn(CC(=O)c3c[nH]c4ccccc34)n2)cc1	9%	9%	3%	7%	45%[activator]	-24%	-4%	-1%
COc1ccc2c(c1)OCC(Cc1ccc(OC)c(O)c1)C2=O (configuration not stated)	-13%	x	x	-7%	-7%	-2%	-15%	7%
CCC(=O)Nc1ccc(NC(=O)c2ccc3c(c2)OCO3)cc1	8%	1%	-4%	5%	-1%	-13%	-1%	0%

A second format for some results above:
SMILES,ALDH1A1 block,GAA inhib,GAA glycogen mod,GLA spleen mod,RGS12 GoLoco inh,JMJD2E inh,SMN2 splice up,aGlu spleen mod
CCCC[C@@H]1C[C@H]1C(NC(=O)c1ccccc1)c1ccc(-c2ccccc2)cc1 (some centres not stated),-1%,x,x,-3%,-14%,-2%,-37%,6%
CCCCOc1ccc(-c2nnn(CC(=O)c3c[nH]c4ccccc34)n2)cc1,9%,9%,3%,7%,45%[activator],-24%,-4%,-1%

Later entries.
SMILES	ALDH1A1 block	GAA inhib	GAA glycogen mod	GLA spleen mod	RGS12 GoLoco inh	JMJD2E inh	SMN2 splice up	aGlu spleen mod
Cc1ccc(/C=N/N2C(=O)c3ccccc3NC2c2ccc(C)cc2)cc1 (configuration not stated)	126%[activator]	-9%	11%	5%	-3%	-2%	13µM*	-1%
CN(C1=NC(=O)C(CC(=O)Nc2ccc(Br)cc2)S1)c1ccc(O)cc1 (configuration not stated)	-10%	0%	0%	-1%	20%	10%	16%	0%
COc1ccc(NC(=O)COC(=O)C23CC4CC(CC(Cl)(C4)C2)C3)c(OC)c1	-14%	-5%	-10%	-9%	3%	-5%	-9%	-9%
CCOC(=O)c1[nH]c2ccc(OC)cc2c1NC(=O)c1ccc2c(c1)OCO2	-1%	-4%	-3%	-9%	0%	-14%	-22%	-4%
CCCn1c2ccccc2c2nnc(SCc3[nH]c(=O)[nH]c3C(=O)CCCCC(=O)OCC)nc21	u	-5%	-12%	-2%	-5%	-17%	-6%	-9%
C/C(=N\NC(=O)C1CCCN(S(=O)(=O)c2ccccc2)C1)c1ccccn1 (configuration not stated)	u	-1%	1%	4%	4%	u	-107%[inhibitor]	-1%
OCC(CO)(CO)NCc1ccc(-c2ccccc2)cc1	-3%	2%	7%	-8%	2%	-8%	10%	5%
Cc1oc(-c2cccs2)nc1CN1CCN(Cc2ccc(F)c(F)c2)C(CCO)C1 (configuration not stated)	2%	-3%	5%	3%	6%	-26%	x	-4%
COc1ccc2c(c1)c(CCN1C(=O)c3ccccc3C1=O)cn2C(=O)c1ccco1	u	5%	1%	13%	4%	-142%	-25%	9%
CC1=C(C(=O)Nc2ccccc2)C(c2ccc(C)o2)N2C(=O)CSC2=N1 (configuration not stated)	5%	-1%	-5%	-7%	2%	-26%	9%	-1%
FC(F)(F)c1ccc2c(c1)n(Cc1ccccc1)c1[n+]2CCCCC1	-3%	-1%	-2%	7%	-36%	-8%	9%	-1%
Cc1ccc(S(=O)(=O)N(C)Cc2ccc(C(=O)N/N=C3\CCCC(=O)C3)cc2)cc1	u	-4%	4%	4%	-1%	u	13%	-5%
Cc1cnc(NC(=O)CN2C(=O)C3CC=CCC3C2=O)s1 (configuration not stated)	5%	-1%	9%	5%	-2%	2%	-9%	6%
COC(=O)CNc1nc(OC)nc(N(C)C)n1	8%	u	1%	6%	7%	5%	-22%	4%
O=c1c(-c2ccc(F)cc2)nc2cnc(Oc3cccc(Cl)c3)nc2n1C[C@H]1CCCO1	u	x	x	3%	-8%	x	x	-1%
Cc1nn(C)cc1CNC(=O)c1cc2n(n1)C(C(F)(F)F)CC(c1cccs1)N2 (configuration not stated)	3%	5%	6%	6%	7%	9%	-28%	-1%
COc1ccc2c(c1)C(=O)[C@@H](OC(=O)NC1CCCC1)[C@H](c1ccc(OC)c(Br)c1)O2	-8%	x	x	-3%	-5%	-7%	2%	-1%
Nc1c(C(=O)NCc2ccc(F)cc2)c2nc3ccccc3nc2n1CCCN1CCOCC1	u	u	0%	u	20%	u	-17%	12%
Cc1ccc2nc(Cl)c(/C=N/Nc3ccc(C(=O)O)cc3)cc2c1	x	x	u	3%	-3%	-2%	x	1%
O=C(/C=C/c1ccccc1)N1CCN(c2ccccn2)CC1	-8%	-8%	-8%	-7%	5%	-3%	-4%	-5%
COCCCNC(=O)Cn1nnc(-c2ccc(NC(=O)c3ccc(F)cc3)cc2)n1	u	9%	3%	5%	1%	u	x	5%
Cc1ccc(NC(=O)NCCCl)cc1S(=O)(=O)N1CCOCC1	x	x	-4%	7%	2%	-9%	x	2%
Cc1nc2cc(S(=O)(=O)C(F)(F)F)ccc2s1	11%	-7%	14%	-8%	0%	0%	-15%	-4%
Cc1nc(-c2nc(-c3c(C(=O)NNC(=O)Nc4ccccc4)noc3C)cs2)cs1	3%	1%[15.4 µM]	-18%	-16%	4%	-2%	x	-2%
CCc1nc(N[C@H](C(=O)O)C(C)CC)c2oc3ccccc3c2n1 (some centres not stated)	0.5µM*	6%	-22%	5%	9%	-8%	-6%	-3%
CCC(C)(C)NC(=O)c1cc([N+](=O)[O-])ccc1N1CCOCC1	3%	-7%	0%	-11%	4%	1%	-2%	-14%
COC(=O)c1ccccc1OCCOCCOc1cccc2cccnc12	u	-1%	-1%	-5%	6%	5%	-21%	-5%
Cc1ccccc1NC(=O)Nc1cc(S(N)(=O)=O)ccc1C	5%	0%	-2%	-1%	15%	-2%	-12%	-3%
CC1=C(C(=O)OCc2ccc3c(c2)OCO3)C(c2ccc(O)c([N+](=O)[O-])c2)NC(=O)N1 (configuration not stated)	1%	1%	-2%	4%	9%	6%	6%	11%
N#C/C(=C(/O)CSc1n[nH]c(N)n1)c1nc2ccccc2[nH]1	x	x	-15%	-6%	21%	-3%	x	-6%
O=C(CCc1ccc(O)cc1)c1c(O)cc(O)cc1O[C@H]1OC(CO)C(O)C(O)C1O (some centres not stated)	-9%	x	x	1%	4%	u	4%	-3%

Screening results deposited in PubChem BioAssay by National Center for Advancing Translational Sciences (NCATS).
